Screening results: PubChem, several laboratories
MITF TRPM1 HTS – increases MITF-driven TRPM1 promoter luciferase signal; SK-MEL-5 TRPM1-promoter luciferase, 24 h; % of positive control, neutral wells = 0; activation, % at 12.5 µM; hit rate 0.75% among 300,000;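 active = mean activation of at least 80% with every replicate also reaching 80%; inconclusive = mean reaches 80% but some replicate falls short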;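 note: 0% = neutral control wells and 100% = parthenolide positive control wells; values of inactives mirror those of a sister screen read the other way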
CAL PDZ FP-1 – inhibitors of human CAL PDZ peptide binding | purified CAL PDZ, TMR-peptide fluorescence polarization, 1 h | hit rate 0.92% among 300,000 | AID 602252 | inhibition, % at 24.9 µM;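 active = mean inhibition of at least 30% with at least half of replicates also reaching 30%; inconclusive = no clear call, values can overlap the other calls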;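 note: 0% = DMSO neutral control and 100% = excess unlabeled competitor peptide PRC23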
CDK5 p35 inh – blocks human CDK5/p35 kinase activity | Q00535+Q15078 | hit rate 0.01% among 330,000 | AID 488839 | Recombinant CDK5/p35, ADP-Glo luminescence, 60 min | inhibition, % at 10 µM;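 active = highest replicate inhibition of at least 50% and at least 75% of replicates reaching 50%; inconclusive = only one of the two criteria met; inactive = both criteria failed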;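 note: plate controls were DMSO neutral control for no effect and GW8510 at 10 µM for full effect; many of its hits are not listed in these tables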
Target sequence (Q00535 whole entry, looked up): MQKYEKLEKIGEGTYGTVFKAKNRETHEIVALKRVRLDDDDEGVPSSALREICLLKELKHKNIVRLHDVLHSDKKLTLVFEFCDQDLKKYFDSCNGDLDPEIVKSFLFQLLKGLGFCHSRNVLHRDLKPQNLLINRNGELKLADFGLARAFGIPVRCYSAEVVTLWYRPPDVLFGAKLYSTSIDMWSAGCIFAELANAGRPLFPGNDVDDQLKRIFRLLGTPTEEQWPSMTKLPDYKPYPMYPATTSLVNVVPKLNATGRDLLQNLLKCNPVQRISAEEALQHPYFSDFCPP
Target sequence (Q15078 whole entry, looked up): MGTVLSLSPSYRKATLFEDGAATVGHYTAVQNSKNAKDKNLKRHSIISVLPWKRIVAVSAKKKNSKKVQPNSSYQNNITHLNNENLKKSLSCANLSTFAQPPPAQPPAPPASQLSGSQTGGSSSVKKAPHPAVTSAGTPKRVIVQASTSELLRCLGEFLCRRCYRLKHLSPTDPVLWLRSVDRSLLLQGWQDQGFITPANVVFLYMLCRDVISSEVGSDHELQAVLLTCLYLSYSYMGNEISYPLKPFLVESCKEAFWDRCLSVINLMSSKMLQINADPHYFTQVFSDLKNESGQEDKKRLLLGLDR
V-ATPase pHluor – regulators of yeast V-ATPase proton transport; response, % at 10 µM; hit rate 0.37% among 350,000; S. cerevisiae, pHLuorin cytosolic pH fluorescence; in the data active = response mostly above about 7.3%, no sharp cut-off; inactive = mostly below about 5.4%; note: actives read high; inactives centre near 0; some compounds called inactive have numbers as strong as hits
Rtt109 HAT inh – inhibitors of Candida albicans Rtt109/Vps75 histone acetyltransferase | purified Rtt109/Vps75, ThioGlo CoA-SH fluorescence, 4 h | inhibition, % at 34.9 µM | hit rate 0.16% among 330,000 | AID 540336;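 active = inhibition of at least 50% in every replicate; inconclusive = best replicate reaches 50% inhibition but some replicates fall short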
Target sequence (Q5AAJ8 whole entry, looked up): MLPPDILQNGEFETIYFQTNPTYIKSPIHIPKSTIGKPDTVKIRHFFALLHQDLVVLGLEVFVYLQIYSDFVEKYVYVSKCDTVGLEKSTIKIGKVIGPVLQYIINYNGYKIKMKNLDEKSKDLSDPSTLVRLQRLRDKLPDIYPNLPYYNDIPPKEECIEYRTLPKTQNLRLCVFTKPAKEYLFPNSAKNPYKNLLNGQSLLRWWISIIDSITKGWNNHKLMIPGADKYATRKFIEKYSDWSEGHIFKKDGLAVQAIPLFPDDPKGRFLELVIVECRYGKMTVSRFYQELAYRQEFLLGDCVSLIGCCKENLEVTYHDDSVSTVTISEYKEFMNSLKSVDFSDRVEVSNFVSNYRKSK
CAL PDZ FP-2 – blocks peptide binding to human CAL PDZ domain | Q9HD26 | purified CAL PDZ, TMR-peptide fluorescence polarization, 1 h | inhibition, % at 20 µM | hit rate 0.02% among 330,000 | AID 504414;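 active = highest replicate inhibition of at least 40%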;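 note: plate controls were DMSO neutral control wells for no effect and unlabeled competitor peptide control wells for full effect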
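material = purified tagged CAL PDZ domain construct (CerCALP) | buffer or medium = sodium phosphate/NaCl buffer pH 7.4 with TCEP, IgG, Thesit | reagent = TMR-labelled reporter peptide T*-PRC34 bound in PDZ groove | incubation = 1 h room-temperature incubation prior to read | measured by = fluorescence polarization (mP) | evaluation = percent inhibition from loss of millipolarization | control set = unlabelled peptide and DMSO controls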
dFosB act – enhances mouse delta FosB homodimer DNA binding; purified delta FosB, TAMRA-CDK5 oligo fluorescence polarization; percent of positive-control signal above neutral wells; AID 493131; activation, % at 25 µM; P13346; hit rate 0.99% among 340,000;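 active = mean activation above about 17%, with every replicate also reaching it, limit read from the data, passing the limit was not always enough; inconclusive = only one of the two conditions met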;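 note: fluorescence polarization rise as delta FosB binds a TAMRA Cdk5 AP-1 oligo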
Wnt bcat act – activators of Wnt/beta-catenin signaling | activation, % at 9.35 µM | hit rate 1.2% among 300,000 | AID 743398 | Wnt/beta-catenin reporter cell assay, activator, plate reader; in the data active = activation above about 30%, passing the limit was not always enough; inconclusive = no clear call, values can overlap the other calls;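 note: 0% = neutral control wells and 100% = positive control wells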
Tat export inh – inhibitors of E. coli Tat protein transport | hit rate 0.036% among 340,000 | AID 488895 | inhibition, % at 10 µM | E. coli MC4100 TorA-mCherry Tat export, fluorescence;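 active = mean replicate inhibition at least 50% and at least half of replicates individually reaching 50%; inconclusive = only one of the two criteria met; inactive = neither criterion met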;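 note: exported cargo escapes ClpAP degradation while cytoplasmic cargo is degraded and loses fluorescence; 0% = median of neutral control wells and 100% = median of NaSCN control wells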
RTF Ca sens act – increases calcium sensitivity of human cardiac regulated thin filaments; P19429+P45379; IANBD-labeled TnC RTF fluorescence at EC20 calcium; 0% EC20 calcium, 100% full calcium; activation, % at 7.2 µM; hit rate 0.24% among 340,000; AID 493008;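 active = activation above the mean over all tested compounds plus 3 SD, cut at about 30% in these data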;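 note: rise in fluorescence read as greater calcium sensitivity of cardiac thin filaments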
* = called active by the depositor; ? = inconclusive; . = not tested or not shown.

The first 3 entries, ahead of the listing:
canonical_smiles,MITF TRPM1 HTS,CAL PDZ FP-1,CDK5 p35 inh,V-ATPase pHluor,Rtt109 HAT inh,CAL PDZ FP-2,dFosB act,Wnt bcat act,Tat export inh,RTF Ca sens act
O=C(Nc1c(C(=O)N2CCOCC2)cnn1-c1ccccc1)c1cccc(F)c1,-14,0,-0.7,-6,7,-1.5,-3,0,0,1
Cc1ccc(NC(=S)N(CCCN2CCCC2)Cc2cccn2Cc2ccc(Cl)cc2)cc1,-14,-3,-1.2,-3,31,-2.4,?,0,11,1
C(#CCN1CCOCC1)COCCOC(c1ccccc1)c1ccccc1,3,-11,0.5,-3,-2,.,-3,.,5,3

Results, from the first entry:
canonical_smiles,MITF TRPM1 HTS,CAL PDZ FP-1,CDK5 p35 inh,V-ATPase pHluor,Rtt109 HAT inh,CAL PDZ FP-2,dFosB act,Wnt bcat act,Tat export inh,RTF Ca sens act
O=C(Nc1c(C(=O)N2CCOCC2)cnn1-c1ccccc1)c1cccc(F)c1,-14,0,-0.7,-6,7,-1.5,-3,0,0,1
Cc1ccc(NC(=S)N(CCCN2CCCC2)Cc2cccn2Cc2ccc(Cl)cc2)cc1,-14,-3,-1.2,-3,31,-2.4,?,0,11,1
C(#CCN1CCOCC1)COCCOC(c1ccccc1)c1ccccc1,3,-11,0.5,-3,-2,.,-3,.,5,3
CC(=O)c1ccc(NC(=O)C2=CC(c3ccc4c(c3)OCO4)=NS(=O)(=O)N2C)cc1,3,-5,1.0,3,1,-2.9,0,-1,1,1
Nc1nc(-c2cccc(NS(=O)(=O)c3ccccc3)c2)cs1,-4,0,-0.6,2,-3,-2.0,-5,.,-2,-9
N/C(=N/O)c1nc(N2CCCCC2)nc(N2CCCCC2)n1,-10,0,-1.9,-4,.,-1.8,-7,.,4,6
COc1ccccc1N1CCN(C(=O)c2ccccc2Oc2ccccc2)CC1,-13,-1,1.3,-3,3,0.0,3,-3,0,-3
CCCCn1c(N)c(N(CCOC)C(=O)c2ccc3c(c2)OCCO3)c(=O)[nH]c1=O,3,-1,1.4,1,-1,-1.0,1,-2,-8,-2

Just MITF TRPM1 HTS and CAL PDZ FP-2, for some of the entries so far:
Molecule	MITF TRPM1 HTS	CAL PDZ FP-2
CC(=O)c1ccc(NC(=O)C2=CC(c3ccc4c(c3)OCO4)=NS(=O)(=O)N2C)cc1	3	-2.9
Nc1nc(-c2cccc(NS(=O)(=O)c3ccccc3)c2)cs1	-4	-2.0
N/C(=N/O)c1nc(N2CCCCC2)nc(N2CCCCC2)n1	-10	-1.8
COc1ccccc1N1CCN(C(=O)c2ccccc2Oc2ccccc2)CC1	-13	0.0
CCCCn1c(N)c(N(CCOC)C(=O)c2ccc3c(c2)OCCO3)c(=O)[nH]c1=O	3	-1.0

More compounds.
canonical_smiles,MITF TRPM1 HTS,CAL PDZ FP-1,CDK5 p35 inh,V-ATPase pHluor,Rtt109 HAT inh,CAL PDZ FP-2,dFosB act,Wnt bcat act,Tat export inh,RTF Ca sens act
Cn1c(=O)c2[nH]c(C3CC3)nc2n(C)c1=O,2,0,-1.5,6,-5,-1.0,-3,-3,-1,1
CCN1CCCC1CNCc1ccccc1OCc1ccc(F)cc1 (stereo unspecified),4,8,0.5,0,8,0.1,-5,0,-3,-2
CCCc1cc(=O)[nH]c(SCC(=O)Nc2cc(S(=O)(=O)N3CCCCC3)ccc2Cl)n1,1,-2,0.9,1,-5,-0.6,-7,1,2,1
COc1cc2nc(SCc3ccc(Cl)cc3Cl)n(Cc3cccs3)c(=N)c2cc1OC,7,-2,-4.5,2,-2,-0.9,-8,.,0,2
CC(C)(C)c1nc(SCC(=O)Nc2ccc3c(c2)OCCO3)c2ccccc2n1,-5,-3,-0.1,-7,-5,-1.4,-2,-2,-15,8
CC(C)C(C(=O)NCc1ccco1)N(C(=O)CNS(=O)(=O)c1ccccc1)c1ccccc1 (stereo unspecified),7,-4,0.4,1,-1,-2.0,-12,-1,-16,9
CC(C)(C)CC(=O)Nc1nnc(SCC(=O)NCc2cccs2)s1,-1,-2,0.9,2,-4,3.1,0,-3,-4,-2
Cc1ccc(C(=O)/C=C/Nc2cccc(O)c2)cc1,-3,-2,0.6,5,7,-0.9,-4,.,-9,12
CN(Cc1cccs1)C(=O)CNC(=O)c1ccco1,16,2,0.7,0,-2,-1.5,6,0,5,2
O=C(c1cc(COc2ccc(F)cc2F)on1)N1CC2C[C@@H]3CC1C[C@H](C2)C3,?,-7,-2.8,3,-5,0.4,-8,22,7,-2
CC1(NC(=O)Cc2c(F)cccc2Cl)CCS(=O)(=O)C1 (stereo unspecified),5,-3,-1.2,1,-11,-0.7,-3,1,-2,-3
O=C(Nc1ccc(-c2ccc([N+](=O)[O-])cc2)cc1)c1ccccc1F,4,-2,-1.0,-2,-7,-2.3,3,1,-3,2
Cc1cc(C(=O)CCC(=O)NCC2COc3ccccc3O2)c(C)s1 (stereo unspecified),-8,-2,0.3,-4,-1,-1.9,-9,3,-2,8
COc1ccc(SC[C@H](Cc2ccccc2)N2CC[C@@H](C(C)(C)C)CCC2=O)cc1,6,-8,-2.7,3,-4,-0.1,3,-4,3,-1
Cc1ccc2nc3n(c(=O)c2c1)CCC3,-4,-1,1.8,-2,-1,-1.8,-3,-3,5,-2
O=C(CSc1nnc(C2CC2)n1Cc1ccccc1)N1CCNC1=O,-4,-7,0.3,4,3,-1.0,4,3,9,0
COc1ccc2c(CC(=O)Nc3ccccc3N3CCOCC3)coc2c1,9,-3,0.7,2,1,0.1,-2,0,-1,-1
COc1ccc(/C=C/C(=O)NCc2ccc3c(c2)OCO3)cc1OC,.,-2,0.0,-2,5,-2.8,-6,2,-1,-2
CC(C)c1cc(C(=O)N2CCCC(N3CCN(c4ccc(F)cc4)CC3)C2)n(C)n1 (stereo unspecified),-15,-3,1.2,-1,5,-1.3,2,-2,10,-8
O=S(=O)(NN=C1CCCCCC1)c1ccccc1,0,-3,-2.1,-1,-3,-1.5,-9,-2,-7,2
Nc1cc(=O)[nH]c2nnc(SCC(=O)Nc3cccc4ccccc34)n12,6,-3,0.8,0,-7,-5.7,-12,-1,5,1
COc1ccc(OC)c(NC(=O)c2cc(S(=O)(=O)N3CCCCC3)c[nH]2)c1,9,.,0.0,-2,1,0.5,-5,0,-8,-6
CC(=O)c1c(O)c2ccccc2n(C2CCCCC2)c1=O,-6,-5,-0.9,-1,-8,-0.1,0,0,-9,3
O=C(CN1CCN(Cc2ccc(F)cc2Cl)C1=O)NCCc1ccccc1,.,.,-7.4,1,-6,0.1,3,-1,0,1
CC(=O)c1c(C)[nH]c(C(=O)CSc2nnc(-c3ccco3)o2)c1C,-47,-2,0.0,-1,7,-1.1,-11,4,1,6
COc1cccc(S(=O)(=O)NCc2ccc(C(=O)NCc3ccccn3)cc2)c1,10,0,1.6,-1,2,-2.7,-1,1,-3,0
Cc1[nH]c2ccccc2c1C(=O)C(=O)N1CC(C)OC(C)C1 (stereo unspecified),-6,-4,-0.6,-4,-1,-1.6,-5,0,-2,-5
Cc1ccc(C)c(N)c1,-7,-3,1.6,0,-2,-1.1,0,-1,-2,-6
CCOCCSc1nc2c(c(-c3cccs3)c1C#N)CC/C2=C/c1cccs1,2,-2,3.3,-3,-15,-1.4,-12,1,-8,-3
Cc1cc2c(SCC(=O)NCC3CCCO3)ncnc2s1 (stereo unspecified),-4,.,-2.3,4,-1,-0.9,-5,2,7,2
CCCCn1c(N)c(N(CC(C)C)C(=O)CSCC(=O)Nc2ccc(C)cc2)c(=O)[nH]c1=O,.,4,0.8,0,16,0.3,-4,-2,-11,-1
Cc1ccc2c(-c3ccc([N+](=O)[O-])cc3)cc(=O)[nH]c2c1,-1,-3,0.3,-4,3,-0.9,-6,1,-4,-3
CCOc1ccc(NCC2CCOC(C)(C)C2)cc1 (stereo unspecified),1,-2,1.4,3,3,-1.0,1,-2,-7,-4
CCOc1ccc(C(=O)Nc2nnc(S(=O)(=O)N3CCCCC3)s2)cc1,0,.,0.7,-2,-1,-0.3,4,1,-1,10
COc1ccc(Nc2n[nH]c(N)c2C(N)=O)cc1,-2,2,0.4,1,7,0.2,-3,2,11,2
COc1ccc(NC(=O)CCN2C(=O)C3C4C=CC(C4)C3C2=O)cc1 (stereo unspecified),7,-5,1.2,1,3,-1.6,-3,3,-2,1
O=C(NCc1ccccc1)c1onc(CSc2ccccn2)c1C(=O)NCc1ccccc1,-9,-3,1.0,8,-9,0.4,2,-1,13,1
COc1ccc(NC(=O)NS(=O)(=O)c2ccc(C)cc2)cn1,7,-2,2.0,-2,2,-0.7,5,-1,0,348*
COC(=O)c1sccc1NC(=O)Cn1cnc2c1c(=O)n(C)c(=O)n2C,-6,-21,0.1,-1,3,-4.2,-6,.,2,0
NC(=O)c1cc([N+](=O)[O-])c(Cl)cc1NCc1ccccn1,-1,-4,7.7,5,-5,0.2,9,-1,-6,-1
CCN(CCCNC(=O)C1CCC(=O)N1Cc1ccc(F)cc1)c1cccc(C)c1 (stereo unspecified),-4,4,1.1,2,-2,-0.7,-4,.,4,1
C=CCc1ccc(OCC(O)CN2CCN(Cc3ccccc3)CC2)c(OC)c1 (stereo unspecified),-3,-2,-1.8,-3,3,-2.6,-7,-7,-2,4
CCCN(CC(=O)Nc1ccccc1OC)C(=O)CN1C(=O)NC2(CCCCC2)C1=O,-15,-2,-0.5,0,9,-0.6,-14,-2,9,2
Cc1cccc(-c2noc(-c3ccccc3C(=O)NCc3ccco3)n2)c1,25,4,-0.2,0,14,-0.8,-15,3,-9,1

3 entries already listed, ordered by their value in CAL PDZ FP-2, highest first.
canonical_smiles,MITF TRPM1 HTS,CAL PDZ FP-1,CDK5 p35 inh,V-ATPase pHluor,Rtt109 HAT inh,CAL PDZ FP-2,dFosB act,Wnt bcat act,Tat export inh,RTF Ca sens act
CCCN(CC(=O)Nc1ccccc1OC)C(=O)CN1C(=O)NC2(CCCCC2)C1=O,-15,-2,-0.5,0,9,-0.6,-14,-2,9,2
CCN(CCCNC(=O)C1CCC(=O)N1Cc1ccc(F)cc1)c1cccc(C)c1 (stereo unspecified),-4,4,1.1,2,-2,-0.7,-4,.,4,1
C=CCc1ccc(OCC(O)CN2CCN(Cc3ccccc3)CC2)c(OC)c1 (stereo unspecified),-3,-2,-1.8,-3,3,-2.6,-7,-7,-2,4
